Compound activity as filed in PubChem.
RGS7-Gao: regulators of human RGS7-Galphao interaction | P09471 | Multiplexed bead flow cytometry, RGS7-Galphao binding; actives lie on both sides | binding response (% of control), % at 10 µM | actives 0.35% (n = 220,000) | AID 1439; in the data active means binding response below about 49% or above about 150%; inconclusive means no clear call, values can overlap the other calls; inactive means in between;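 further: fluorescent Galphao held in activated GDP-AlF4 state binding bead-coupled RGS7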
Bim-Bfl-1: inhibitors of Bim-Bfl-1 interaction, human; Q16548; Bead-based flow cytometry, Bim-Bfl-1 binding inhibition; inhibition, % at 10 µM; actives 0.12% (n = 190,000); AID 1008;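 further: 0% = wells without compound plus tracer and 100% = blocker peptide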
Bcl-XL Bim block: inhibitors of Bim-Bcl-XL interaction, human | actives 0.04% (n = 190,000) | Bim peptide-Bcl-XL binding, bead flow cytometry, fluorescence | AID 1007 | inhibition, % at 10 µM
Target sequence (Q07817 whole entry, looked up): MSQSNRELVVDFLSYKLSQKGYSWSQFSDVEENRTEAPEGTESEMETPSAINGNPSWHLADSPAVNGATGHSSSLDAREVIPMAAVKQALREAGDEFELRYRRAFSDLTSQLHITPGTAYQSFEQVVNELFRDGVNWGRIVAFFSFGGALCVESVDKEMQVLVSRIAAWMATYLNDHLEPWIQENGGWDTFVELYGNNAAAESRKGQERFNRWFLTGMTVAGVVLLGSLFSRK
Bcl-2 Bim block: inhibitors of Bim-Bcl-2 interaction, human | P10415 | Bead-based flow cytometry, Bim peptide-Bcl-2 binding | inhibition, % at 10 µM | actives 0.06% (n = 190,000) | AID 950; in the data active means inhibition above about 40%; inconclusive means no clear call, values can overlap the other calls;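 further: 0% = no compound wells with probe peptide and 100% = reference peptide inhibitor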
Target sequence (P10415 whole entry, looked up): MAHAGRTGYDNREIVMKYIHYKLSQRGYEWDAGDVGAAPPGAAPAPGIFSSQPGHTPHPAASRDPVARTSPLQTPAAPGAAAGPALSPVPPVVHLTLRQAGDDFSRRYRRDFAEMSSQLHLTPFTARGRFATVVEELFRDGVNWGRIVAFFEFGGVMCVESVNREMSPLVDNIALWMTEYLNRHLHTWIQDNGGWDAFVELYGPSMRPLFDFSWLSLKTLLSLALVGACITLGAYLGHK
Bcl-B Bim block: inhibitors of Bim-Bcl-B interaction, human; inhibition, % at 10 µM; bead-based flow cytometry, Bim peptide-Bcl-B binding; actives 0.073% (n = 190,000);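 further: 0% = tracer peptide without compound and 100% = reference inhibitor peptide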
Target sequence (Q9HD36 whole entry, looked up): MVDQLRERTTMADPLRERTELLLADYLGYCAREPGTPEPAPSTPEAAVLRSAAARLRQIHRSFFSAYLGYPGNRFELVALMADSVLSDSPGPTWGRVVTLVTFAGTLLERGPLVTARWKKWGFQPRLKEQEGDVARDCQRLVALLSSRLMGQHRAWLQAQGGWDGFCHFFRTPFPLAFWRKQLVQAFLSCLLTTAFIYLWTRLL
Bim-Mcl-1: human Bim-Mcl-1 interaction inhibition | Q07820 | Bead-based flow cytometry, Bim peptide-Mcl-1 binding | inhibition, % at 10 µM | actives 0.1% (n = 190,000);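 further: 0% = no compound tracer wells and 100% = peptide blocker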
Mcl1-Bid inh: Mcl-1/Bid interaction inhibition; actives 0.97% (n = 220,000); TR-FRET Mcl-1/Bid-Dy647 peptide binding, 1536-well; Q07820; inhibition, % at 21.7 µM;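 active means compounds that cut the binding signal by more than half at the single screening dose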;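 further: His-tagged Mcl-1 with europium anti-His antibody binding Bid BH3 peptide; 0% = Mcl-1 plus peptide wells and 100% = peptide-only wells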
RGS8-Gao: human RGS8-Galphao interaction regulation; response (percent of control binding), % at 10 µM; AID 1423; P09471; multiplexed bead flow cytometry, RGS8-Galphao binding; actives lie on both sides; actives 0.34% (n = 220,000); in the data active means response below about 60% or above about 140%; inactive means in between;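 further: Galphao activated as the GDP aluminium fluoride complex binding bead-coupled RGS8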
Mcl1-Noxa inh: disrupts binding of human Mcl-1 to Noxa peptide. Q07820. TR-FRET Mcl-1/Noxa peptide binding, 2 h. inhibition, % at 21.7 µM. actives 1.5% (n = 220,000);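 active means compounds that cut the protein-peptide binding signal by more than 50% relative to plate controls in a single-dose test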;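 further: His-tagged Mcl-1 with rhodamine Noxa BH3 peptide and terbium anti-His antibody; 0% = Mcl-1 plus Noxa peptide wells and 100% = peptide-only wells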
RGS4-Gao reg: modulates binding of RGS4 to human Galphao | binding response (% of control), % at 10 µM | P09471 | Multiplexed bead flow cytometry; actives lie on both sides | actives 0.33% (n = 220,000) | AID 1415; in the data active means binding response below about 49% or above about 150%; inactive means in between;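 further: fluorescent Galphao activated with aluminum fluoride binding bead-coupled RGS4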
Bcl-W Bim block: human Bim-Bcl-W interaction inhibition | actives 0.02% (n = 190,000) | AID 952 | bead-based flow cytometry, Bim peptide-Bcl-W binding | inhibition, % at 10 µM | Q92843;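 further: 0% = bound tracer without compound and 100% = peptide blocker; higher means less fluorescent Bim peptide bound to Bcl-W beads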
Target sequence (Q92843 whole entry, looked up): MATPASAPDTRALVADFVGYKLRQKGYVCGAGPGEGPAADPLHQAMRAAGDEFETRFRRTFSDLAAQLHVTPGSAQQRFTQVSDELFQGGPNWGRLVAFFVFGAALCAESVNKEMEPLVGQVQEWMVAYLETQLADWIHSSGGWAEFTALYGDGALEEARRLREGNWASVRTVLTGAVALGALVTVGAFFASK
* = called active by the depositor; ? = inconclusive; nt = no result given. Unless noted, no stated cut-off is given here; in the data, active means inhibition above about 40%.

SMILES	RGS7-Gao	Bim-Bfl-1	Bcl-XL Bim block	Bcl-2 Bim block	Bcl-B Bim block	Bim-Mcl-1	Mcl1-Bid inh	RGS8-Gao	Mcl1-Noxa inh	RGS4-Gao reg	Bcl-W Bim block
COc1ccc(/C=C/C(=O)c2cc(F)ccc2OC(=O)c2ccccc2OC)cc1OC	107	0	-2	-3	-12	1	13	100	-2	102	0
CCOC(=O)Cc1csc(NC(=O)c2cc(C)cc(C)c2)n1	?	-6	-4	-2	-4	-1	-24	99	8	99	0
O=S(=O)(N/N=C/c1ccc(N2CCOCC2)cc1)c1ccc(Br)cc1	97	-6	2	-2	-1	0	-31	101	15	100	-1
C=CCSC(CC)(CC)C(N)=O	?	nt	nt	nt	nt	nt	-11	99	-9	99	nt
O=C1C2C3c4ccccc4C(c4ccccc43)C2C(=O)N1CN1CCOCC1 (centres undefined)	100	-6	-2	-7	-5	-1	-20	99	-24	99	-2
CC(c1nnc(SCC(=O)Nc2ccc3[nH]c(=O)[nH]c3c2)n1Cc1ccccc1)N(C)C (centres undefined)	98	-8	-4	-7	-9	1	-39	101	10	99	-3
CCCCN(C)C(=O)CCC(=O)NNc1nc2ccccc2c2nc(C)nn12	104	-10	-5	-7	-6	-2	-22	106	0	107	-1
COC(=O)c1cn(CC(=O)N2C(C)CCCC2C)c2ccccc12 (centres undefined)	99	3	3	3	-1	2	-1	111	-9	101	1
CC(C(=O)NCCN1CCOCC1)(c1ccccc1)c1ccccc1	?	-6	-4	-1	-5	-1	-24	98	6	99	-1
O=[N+]([O-])c1cccc(/C=N/n2cnnc2)c1	?	nt	nt	nt	nt	nt	-53	100	-8	99	nt
O=C(c1ccccn1)c1cc2ccccc2n1S(=O)(=O)c1ccccc1	91	-7	-6	-8	-10	-5	21	80	-1	92	-4
O=C(COC(=O)C1CCCCC1)Nc1cc([N+](=O)[O-])ccc1F	?	-5	0	-2	-1	1	-11	100	5	99	0
CCCn1c(-c2cccs2)nc2ccccc21	101	0	0	-2	-1	-2	4	101	2	102	0
CCOc1cc(OCC)cc(C(=O)Nc2cccc(C(C)=O)c2)c1	90	-1	-9	-4	-7	0	6	95	-8	87	-5
CN(C)CCCN1C(=O)C(O)=C(C(=O)c2cccs2)C1c1cccc([N+](=O)[O-])c1 (centres undefined)	106	-4	-3	-9	-2	-2	-16	102	7	105	0
Cn1nc(NC(=O)C(C)(C)C)c2c(F)cccc21	?	nt	nt	nt	nt	nt	-3	108	6	114	nt
COc1ccc(Cl)c(Cn2c(NCCCN(C)C)nc3c2c(=O)n(C)c(=O)n3C)c1	98	-4	-1	-2	-2	-4	-34	100	8	98	-2
COC(=O)c1c(N)nc(C)n1-c1ccc(OC)cc1	99	-8	-3	0	-2	3	-32	99	7	101	-2
S=c1[nH]nc(-c2cc(-c3ccccc3)n[nH]2)n1/N=C/c1cccs1	?	nt	nt	nt	nt	nt	-12	102	1	101	nt
Clc1ccc(C2CC(c3cccs3)n3ncnc3N2)cc1Cl (centres undefined)	99	-7	-6	-1	-2	0	8	101	4	98	-2
Cc1cc(C)cc(C(=O)Nc2nnc(SCC(=O)N3CCCc4ccccc43)s2)c1	101	-3	-6	-7	-7	-2	-15	101	15	103	-2
CCOc1ccc(S(=O)(=O)N2CCc3cc(OC)c(OC)cc3C2)cc1	103	-3	-6	-3	-3	-4	1	103	6	102	-3
COc1ccc(C)cc1NC(=S)NN1CCN(C)CC1	94	-7	-3	1	-2	-1	-39	102	9	103	-1
O=C(NC(Cc1ccccc1)C(=O)O)/C(=C/c1ccccc1)NC(=O)c1ccccc1 (centres undefined)	100	-4	-6	-6	-2	-9	-7	103	9	102	-7
COC(=O)CC1(C(=O)OC)Oc2ccc(Br)cc2C(=O)N1c1cc(Cl)cc(Cl)c1 (centres undefined)	?	nt	nt	nt	nt	nt	-6	96	-4	91	nt

The results go on.
SMILES	RGS7-Gao	Bim-Bfl-1	Bcl-XL Bim block	Bcl-2 Bim block	Bcl-B Bim block	Bim-Mcl-1	Mcl1-Bid inh	RGS8-Gao	Mcl1-Noxa inh	RGS4-Gao reg	Bcl-W Bim block
CC(C)CC(=O)Nc1nnc(SCC(=O)NCc2ccco2)s1	99	-6	-6	-4	-9	-3	-11	101	39	104	-6
CCN1CCCC1CNC(=O)CSCc1nc(-c2ccccc2C)oc1C (centres undefined)	101	-16	-5	-7	-6	0	-20	103	3	100	0
CN(C)c1ccc(C2(O)C(=O)c3ccccc3C2=O)cc1	99	-2	-4	0	-2	-2	-19	102	5	101	0
COCCCNC(=O)c1c(N)n(/N=C/c2cccs2)c2nc3ccccc3nc12	101	0	-3	-3	3	-5	22	101	16	102	0
Cc1cc2ncc(C(=O)Nc3ccccc3)c(C)n2n1	101	-14	-4	-5	-9	0	-1	101	-3	101	-1
C/C=C/C(=O)OCC(=O)Nc1c(Cl)cccc1Cl	93	1	-1	5	1	1	-4	99	-14	94	0
COCc1ccc(O)c2ncccc12	103	-10	-5	-6	-8	0	-163	101	-96	100	2
O=C(COC(=O)/C(=C/c1cccs1)c1cccs1)NCc1ccccc1Cl	92	0	-5	1	-4	0	5	86	12	86	0
Cc1ccc(-n2nc3c(SCCN4CCOCC4)nnc(C)c3c2C)cc1	100	-11	-5	-7	-7	0	-8	99	14	97	-2
CC(/C=N/NC(=O)c1cc(-c2ccc3ccccc3c2)n[nH]1)=C\c1ccco1	103	8	-9	-15	-56	-18	19	107	79*	104	-6
COc1ccc2[nH]c(=O)c(CN(Cc3ccco3)Cc3nnnn3Cc3ccccc3)cc2c1	102	-2	0	0	0	0	-11	99	16	101	0
CCOC(=O)C1CCN(c2c(Nc3cc(C)cc(C)c3)c(=O)c2=O)CC1	?	nt	nt	nt	nt	nt	-40	98	-1	101	nt
COc1cc(O)c(C(CCN2CCOCC2)c2ccc(N(C)C)cc2)c(OC)c1 (centres undefined)	?	nt	nt	nt	nt	nt	-83	104	5	100	nt
O=C(CCCSc1nc2ccccc2[nH]1)NCc1ccc(Cl)cc1	104	-9	-3	-4	-3	-2	-30	105	-8	105	-2
COc1ccc(N2CCN(c3ccc(C(N)=O)cc3[N+](=O)[O-])CC2)cc1	?	-5	-6	-6	-7	-1	-14	101	7	102	-1
Cc1cc(C)c(C#N)c(SCC(=O)N2CCN(Cc3ccccc3)CC2)n1	103	-12	-4	-14	-13	-3	-6	103	16	105	-1
COc1ccc(CN2CCN(C(=O)c3ccc4nc(N5CCOCC5)sc4c3)CC2)c(OC)c1OC	122	-5	0	0	-1	0	-5	105	12	107	1
CCc1cc2c3c(c(=O)oc2cc1OC)CCCC3	101	-11	-2	-8	-3	3	1	100	3	101	3
COc1ccc(CN(C)Cc2nc(Cc3ccccc3Cl)no2)cc1OC	117	-5	-5	-6	-9	-2	-9	107	12	117	-3
COc1nc(Nc2nc3ccccc3c(=O)[nH]2)nc2ccc(C)cc12	?	nt	nt	nt	nt	nt	-121	102	-128	93	nt
CCc1ccc(C(=O)/C=C/Nc2ccc(S(=O)(=O)Nc3cnc4ccccc4n3)cc2)cc1	?	nt	nt	nt	nt	nt	-11	103	6	100	nt
Cc1cc(Cl)c(S(=O)(=O)Nc2ccc(Cl)cn2)cc1OCC(N)=O	98	-6	-6	3	-3	-1	-6	101	1	101	-5
CCCS(=O)(=O)Nc1ccc(-c2ccc3nnc(C)n3n2)cc1	104	-3	-1	-2	0	1	-24	99	3	101	4
O=c1[nH]c(/C=C\c2cccs2)nc(O)c1[N+](=O)[O-]	100	-4	-2	-2	-3	-5	-7	102	3	101	0
CC1CN(C(=O)c2ccccc2Sc2ccccc2C#N)CC(C)O1 (centres undefined)	103	-8	-2	-1	-4	2	-14	102	-9	101	2
Cc1cc(NC(=O)C2CCCCC2C(=O)O)no1 (centres undefined)	100	-12	-6	-7	-6	0	1	105	6	104	-1
O=C(CN1CCN(c2cccc(Cl)c2)CC1)Nc1nccs1	?	-4	-2	-5	-2	-3	-46	99	10	102	2
COc1cc(CN2CCNC(=O)C2CC(=O)N(C)Cc2ncc[nH]2)cc(OC)c1 (centres undefined)	133	-5	-3	0	-1	-1	-6	102	-10	105	-3
COc1ccc(-c2cc(C(=O)OC(C)C(=O)Nc3c(C)n(C)n(-c4ccccc4)c3=O)c3ccccc3n2)cc1 (centres undefined)	97	-4	-6	-4	-6	-1	-12	99	23	99	-4
COc1ccc(-c2cc(C(F)(F)F)nc(S(C)(=O)=O)n2)cc1OC	101	5	-1	-4	-8	0	-29	99	26	101	6

In the list so far, these have a Cl atom:
SMILES	RGS7-Gao	Bim-Bfl-1	Bcl-XL Bim block	Bcl-2 Bim block	Bcl-B Bim block	Bim-Mcl-1	Mcl1-Bid inh	RGS8-Gao	Mcl1-Noxa inh	RGS4-Gao reg	Bcl-W Bim block
COc1ccc(Cl)c(Cn2c(NCCCN(C)C)nc3c2c(=O)n(C)c(=O)n3C)c1	98	-4	-1	-2	-2	-4	-34	100	8	98	-2
Clc1ccc(C2CC(c3cccs3)n3ncnc3N2)cc1Cl (centres undefined)	99	-7	-6	-1	-2	0	8	101	4	98	-2
COC(=O)CC1(C(=O)OC)Oc2ccc(Br)cc2C(=O)N1c1cc(Cl)cc(Cl)c1 (centres undefined)	?	nt	nt	nt	nt	nt	-6	96	-4	91	nt
C/C=C/C(=O)OCC(=O)Nc1c(Cl)cccc1Cl	93	1	-1	5	1	1	-4	99	-14	94	0
O=C(COC(=O)/C(=C/c1cccs1)c1cccs1)NCc1ccccc1Cl	92	0	-5	1	-4	0	5	86	12	86	0
O=C(CCCSc1nc2ccccc2[nH]1)NCc1ccc(Cl)cc1	104	-9	-3	-4	-3	-2	-30	105	-8	105	-2
COc1ccc(CN(C)Cc2nc(Cc3ccccc3Cl)no2)cc1OC	117	-5	-5	-6	-9	-2	-9	107	12	117	-3
Cc1cc(Cl)c(S(=O)(=O)Nc2ccc(Cl)cn2)cc1OCC(N)=O	98	-6	-6	3	-3	-1	-6	101	1	101	-5
O=C(CN1CCN(c2cccc(Cl)c2)CC1)Nc1nccs1	?	-4	-2	-5	-2	-3	-46	99	10	102	2
